GIRK2 activator = Activates human GIRK2-containing potassium channels. P48051. HEK293 GIRK2/NPY4 cells, thallium flux fluorescence. activation (% efficacy), % for hits at 37.5 µM. 34,000 tested, under 10 active;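 active means primary screen hit, no activity in plain HEK293 cells, and in GIRK2-only cells above 5% efficacy rising with concentration; inactive means the rest, including fluorescent compounds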;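 further: efficacy is normalized control-subtracted fluorescence 15 s after thallium addition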
Target sequence (P48051 whole entry, looked up): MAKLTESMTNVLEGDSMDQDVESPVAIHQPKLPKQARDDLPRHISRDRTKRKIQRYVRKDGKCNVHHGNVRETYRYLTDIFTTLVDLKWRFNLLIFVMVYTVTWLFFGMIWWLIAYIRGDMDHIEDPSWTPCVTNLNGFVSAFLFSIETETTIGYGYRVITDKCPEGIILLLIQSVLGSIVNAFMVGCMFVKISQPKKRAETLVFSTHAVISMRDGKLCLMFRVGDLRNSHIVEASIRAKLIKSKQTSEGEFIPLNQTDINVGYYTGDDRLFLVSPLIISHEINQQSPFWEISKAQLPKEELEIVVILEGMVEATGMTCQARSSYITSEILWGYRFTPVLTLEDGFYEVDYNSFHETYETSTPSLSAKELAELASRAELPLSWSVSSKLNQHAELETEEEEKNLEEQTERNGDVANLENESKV
Calls only; i = inactive. These rows are one share of the data, so the mix of outcomes need not match the whole.

canonical_smiles	GIRK2 activator
CN1C(=O)N(C)C2(CCN(C(=O)c3ccco3)CC2)C1=O	i
COc1ccc(CCNC(=O)Cn2cnc(-c3ccc(C)cc3)cc2=O)cc1OC	i
O=C(NCc1ccccc1Cl)C(=O)NCC1CCN(C(=O)Nc2ccc(F)cc2)CC1	i
CCc1ccc(S(=O)(=O)N2CCN(c3ccc(-c4cccs4)nn3)CC2)s1	i
Cc1ccc(OCC(=O)NCC(c2cccs2)N2CCOCC2)cc1 (stereo not drawn)	i
O=S(=O)(NCc1cnn2ccccc12)c1cccs1	i
Cc1ccccc1NC(=O)Nc1cccc(N2CCCCC2=O)c1	i
Cc1ccc(NC(=O)c2ccc(=O)n(Cc3ccccc3F)c2)cc1Cl	i
O=C(Cn1cnc2ccccc2c1=O)NCCOc1ccc2nnc(-c3ccccc3)n2n1	i
Cc1cc(C)n(-c2cc(N3CCCC(C(=O)Nc4ccccc4F)C3)ncn2)n1 (stereo not drawn)	i
CCNc1nc(C)c([N+](=O)[O-])c(Nc2ccc(F)cc2)n1	i
O=C(CN1CCC(c2cccs2)CC1)Nc1ccc(Br)cc1	i
COc1cc(NC(=O)Nc2c(C)nc3sccn3c2=O)cc(OC)c1OC	i
CC(C)NC(=O)NCC1CCN(S(C)(=O)=O)CC1	i
N#Cc1cccc2c1ncc1c(=O)nc3ccccn3c12	i
Cc1ccccc1-c1ccc(N2CCC(C(=O)NCCc3ccc(S(N)(=O)=O)cc3)CC2)nn1	i
CN(C)S(=O)(=O)N1CCN(S(=O)(=O)c2ccc(F)cc2)CC1	i
O=C(Cn1c2c(c(=O)n(C3CCCCC3)c1=O)CCC2)NCc1ccco1	i
Cc1cc(=O)[nH]c2cc(NC(=O)Cn3c(=O)oc4ccccc43)ccc12	i
Cc1ccc(NC(=O)N2CCC(c3nnc(C4CC4)o3)CC2)cc1C	i
COc1cc(N2CCN(C(=O)c3ccc(Br)o3)CC2)nc(OC)n1	i
CC(=O)Nc1cccc(NC(=O)c2ccc(=O)n(Cc3c(F)cccc3Cl)c2)c1	i
O=S(=O)(NCC1(O)CCOCC1)c1ccccc1	i
CCN1C(SCC(=O)N2CCOc3ccc(C)cc32)=NS(=O)(=O)c2ccccc21	i
Cc1cc(N(Cc2ccccc2)Cc2ccccc2)nc(-n2cc([N+](=O)[O-])cn2)n1	i
COc1cccc(-c2cc(CC(=O)N3c4ccc(F)cc4CCC3C)no2)c1 (stereo not drawn)	i
Cc1cc(=O)[nH]c(-n2nc(C3CC3)cc2NC(=O)COc2ccc(Cl)cc2)n1	i
CNC(=O)Cn1nnn(-c2ccc(NC(=O)c3cc4ccccc4o3)cc2)c1=O	i
O=c1[nH]cc(S(=O)(=O)Nc2ccc(F)c([N+](=O)[O-])c2)c(=O)[nH]1	i
Cc1cc(C(=O)N(CCN2CCOCC2)c2nc3c(F)cc(F)cc3s2)on1	i
COc1ccc(-c2nnc3ccc(OCCNC(=O)C(C)(C)C)nn23)cc1	i
Cc1cc(C)n(CCN2CCN(C(=O)c3cccc(Cl)c3)CC2)n1	i
COc1ccc(-c2nnc3ccc(OCCNC(=O)Cc4ccc(Cl)cc4)nn23)cc1	i
COc1cn(CC(=O)N2CCc3ccccc32)c(CSc2nccc(C)n2)cc1=O	i
COc1ccc(CNC(=O)CSc2n[nH]c(=O)c3cc(-c4ccc(C(C)C)cc4)nn23)cc1	i
O=C(Cn1c2ccccc2c2ncn(Cc3ccccc3)c(=O)c21)NCc1ccccc1	i
COc1cn(CC(=O)Nc2ccc(C(C)=O)cc2)c(CSc2nncn2C)cc1=O	i
NC(=O)C1CCN(C(=O)c2csc(Nc3ccc(OC(F)F)cc3)n2)CC1	i
CCCCOCC(O)CN1CCN(CCN2C(=O)c3cccc4cccc(c34)C2=O)CC1 (stereo not drawn)	i
O=C(Cn1nc(C(=O)N2CCOCC2)cc1C1CC1)NCc1cccs1	i
CCOc1ccc(-c2nc(Cn3ccn4nc(-c5ccc(OC)cc5)cc4c3=O)c(C)o2)cc1	i
Cc1cc(C)n(-c2ccc(=O)n(CC(=O)Nc3cc4ccccc4oc3=O)n2)n1	i
COc1ccc(-c2ccc(=O)n(CCCNS(=O)(=O)c3ccc(Cl)cc3)n2)cc1	i
O=C(NNC(=O)c1cccn(Cc2ccc(Cl)c(Cl)c2)c1=O)c1cccs1	i
O=C(CSc1nccn1C1CCCCC1)Nc1cccc(F)c1	i
COCCn1c(=NC(=O)c2ccno2)sc2cccc(F)c21	i
O=c1ccc(-c2ccccc2)nn1CCCNS(=O)(=O)CCc1ccccc1	i
O=C(C1CCCC1)N1CCN(c2nccn2-c2cccc(Cl)c2)CC1	i
Cc1cc(C)n(CC2CCN(C(=O)Cc3ccc(SC(C)C)cc3)CC2)n1	i
O=C(Nc1ccc(CC(=O)N2CCOCC2)cc1)c1ccc(F)cc1Cl	i

Another view of part of the listing above.
mol: COCCn1c(=NC(=O)c2ccno2)sc2cccc(F)c21
- GIRK2 activator = i
mol: CCc1ccc(S(=O)(=O)N2CCN(c3ccc(-c4cccs4)nn3)CC2)s1
- GIRK2 activator = i
mol: O=C(CN1CCC(c2cccs2)CC1)Nc1ccc(Br)cc1
- GIRK2 activator = i
mol: O=C(Cn1c2ccccc2c2ncn(Cc3ccccc3)c(=O)c21)NCc1ccccc1
- GIRK2 activator = i

The results go on:
canonical_smiles	GIRK2 activator
Cc1cc(C)c(N(CC(O)COc2ccccc2Cl)S(C)(=O)=O)c(C)c1 (stereo not drawn)	i
CCOC(=O)c1c(SCC(=O)NCc2ccccc2)nc(=O)[nH]c1C	i
Cc1ccc(OCCCn2c(C(C)NC(=O)c3ccco3)nc3ccccc32)c(C)c1 (stereo not drawn)	i
COCCn1c(=NC(=O)c2cc(C)no2)sc2cc(S(C)(=O)=O)ccc21	i
Cc1ccc(NC(=O)Cn2c(=O)n(Cc3ccccc3Cl)c(=O)c3nccnc32)c(C)c1	i
O=S(=O)(CCCOc1ccc(F)cc1)NCc1ccccc1	i
CS(=O)(=O)c1ccc(CC(=O)N2CCN(c3nc4ccc([N+](=O)[O-])cc4s3)CC2)cc1	i
CC(=O)Nc1cccc(NC(=O)Cn2nc(C(=O)N3CCN(C)CC3)cc2C)c1	i
O=C(NCCc1csc(-c2ccc(Cl)cc2)n1)Nc1ccc2c(c1)OCO2	i
COc1cccc2cc(C(=O)N3CCC(OC)CC3)oc12	i
CCOC(=O)Cn1c(C)cn2c3c(=O)n(Cc4ccccc4)c(=O)n(C)c3nc12	i
COCC(C)NC(=O)C(=O)Nc1c2c(nn1C(C)(C)C)CSC2 (stereo not drawn)	i
O=C(/C=C/c1ccco1)N1CCC(CNS(=O)(=O)/C=C/c2ccccc2)CC1	i
CC(C)N1CCC(CNC(=O)C(=O)NCCN2CCOCC2)CC1	i
CSc1ccccc1CN1CCC(CNC(=O)C23CC4CC(CC(C4)C2)C3)CC1	i
O=C(CSCc1ccccc1)N1CCC(Oc2nc3c(F)cc(F)cc3s2)CC1	i
COc1ccc(NC(=O)CSc2ncc(S(=O)(=O)c3ccc(Cl)s3)c(N)n2)cc1	i
O=C1CCCC(=O)N1CCS(=O)(=O)N1CCC(c2nnc(C3CC3)o2)CC1	i
O=C(Cc1ccc(-c2ccccc2)cc1)NCCNC(=O)c1ccc(NC(=O)C2CC2)cc1	i
CCN(Cc1ccccc1)S(=O)(=O)c1cc(N2C(=O)CCS2(=O)=O)ccc1C	i
CCSc1nc2c(c(=O)[nH]c(=O)n2C)n1CCc1ccc(OC)cc1	i
O=C(c1cc(N2C(=O)CCS2(=O)=O)ccc1Cl)N1CCN(Cc2ccccc2)CC1	i
O=C(Nc1ccc(F)c(F)c1)c1ccc(=O)n(Cc2cccc(Cl)c2)c1	i
COc1cc(Br)cc2cc(C(=O)N3CCCCC3C)c(=O)oc12 (stereo not drawn)	i
COC(=O)c1cc(C2CC2)nc2c1c(C)nn2C1CCS(=O)(=O)C1 (stereo not drawn)	i

The last two entries of the part above lead into the next.
canonical_smiles	GIRK2 activator
COc1cc(Br)cc2cc(C(=O)N3CCCCC3C)c(=O)oc12 (stereo not drawn)	i
COC(=O)c1cc(C2CC2)nc2c1c(C)nn2C1CCS(=O)(=O)C1 (stereo not drawn)	i
COc1ccc(S(=O)(=O)CCCC(=O)Nc2nnc(-c3cc(C)n(C)n3)o2)cc1	i
O=C(CCSc1ccccc1)N1CCOC(c2ccc(C(F)(F)F)cc2)C1 (stereo not drawn)	i
CC(=O)c1cccc(NC(=O)CSc2nc3c(-c4ccccc4)c[nH]c3c(=O)n2C)c1	i
CC(C)(C)n1nc2c(c1-n1cccc1)CN(C(=O)c1cc3ccccc3oc1=O)C2	i
Cc1ccc(S(=O)(=O)N(Cc2c(F)cccc2Cl)C(=O)N2CCN(C)CC2)cc1	i
Cc1cccc(CC(=O)NCC(=O)N2CCOC(c3ccccc3)C2)c1 (stereo not drawn)	i
Cn1c(=O)c2c(nc(CN3CCN(c4ccc(F)cc4)CC3)n2CC(=O)C(C)(C)C)n(C)c1=O	i
O=C(/C=C/c1ccccc1Cl)Nc1ccc2ncsc2c1	i
COc1ccc(S(=O)(=O)CCC(=O)Nc2nc3cc4c(cc3s2)OCCO4)cc1	i
COc1ccc(F)cc1S(=O)(=O)N1CCN(c2ccc(-c3cccnc3)nn2)CC1	i
CNC(=O)c1cccc(-c2noc(C3CN(Cc4cccc5ccccc45)C3)n2)c1	i
Cc1ccc(-c2nnc(NC(=O)c3ccc(S(=O)(=O)N4CCCCC4)cc3)o2)cc1C	i
O=C(CCCCn1c(=O)[nH]c2ccccc2c1=O)NCCc1ccccc1	i
CN(C)c1oc(-c2ccc(S(=O)(=O)N3CCc4ccccc4C3)cc2)nc1C#N	i
COC(=O)c1ccc2nc(NC(=O)c3ccnn3C)sc2c1	i
Cc1ccc(Oc2ccc(C(=O)Nc3nc(-c4ccccc4)cs3)cc2)nn1	i
O=C(Cc1cccc2ccccc12)NCCN1CCOC(c2ccccc2)C1 (stereo not drawn)	i
CC(O)(CNC(=O)/C=C/c1ccc2c(c1)OCO2)c1ccccc1 (stereo not drawn)	i
O=S(=O)(c1ccc(Cl)s1)N1CCCN(CCn2cccn2)CC1	i
O=C(NCCn1nc(-n2cccn2)ccc1=O)C1CCC1	i
CCOc1ccc(CC(=O)Nc2ccc(N3CCCCC3=O)c(C)c2)cc1	i
CCOc1ccc(S(=O)(=O)NCC(c2cccn2C)N2CCc3ccccc3C2)cc1 (stereo not drawn)	i
CCOC(=O)C1CCN(C(=O)Cc2csc(Nc3ccccc3)n2)CC1	i
COCCN1CCC(CNC(=O)c2c(F)cccc2F)CC1	i
Cc1ccc(S(=O)(=O)N(CC(O)Cn2nc(C)cc2C)c2ccc(F)cc2)cc1 (stereo not drawn)	i
COc1ccc(-c2cc(=O)n(CC(=O)N3CCN(c4ccccc4Cl)CC3)cn2)cc1	i
O=C(CCS(=O)(=O)c1ccccc1)Nc1nnc(-c2ccc(Br)s2)o1	i
COc1ccc(NC(=O)Cn2nc(C)c(Br)c2C)cc1	i
O=C(NCC(O)(c1cccs1)C1CC1)Nc1ccccc1Cl (stereo not drawn)	i
Cc1cccc(NC(=O)c2ccc(=O)[nH]n2)c1	i
CCOc1ccccc1NC(=O)N1CCN(c2ccc(Nc3cccc(C)n3)nn2)CC1	i
C#CC1(OCC(O)CN2CCN(CC)CC2)CCCCC1 (stereo not drawn)	i
CCOc1ccc(-c2cc(=O)n(CCCC(=O)Nc3cc(C)ns3)cn2)cc1	i
CCN1CCN(S(=O)(=O)CCNC(=O)COc2ccc(OC)cc2)CC1	i
O=C(Nc1ccc(F)cc1)Nc1cccc(-c2cn3ccccc3n2)c1	i
CCOCCCNC(=O)c1c(NC(=O)c2snnc2CC)sc2c1CCCC2	i
CCOC(=O)N1CCC(NC(=O)c2csc(Nc3ccccc3)n2)CC1	i
Cc1ccnc(Nc2ccc(NCCNC(=O)COc3ccccc3)nn2)c1	i
O=C(Nc1ccc2scnc2c1)c1cc2cc([N+](=O)[O-])ccc2s1	i
CC1CN(C)CCN1CC1CCN(C(=O)NC2CCCCC2)CC1 (stereo not drawn)	i
CN(Cc1ccccc1)S(=O)(=O)c1ccc(-c2nc(C#N)c(N3CCCC3)o2)cc1	i
O=C(NCCN1CCN(c2ccc(F)cc2)CC1)C(=O)NCc1cccs1	i
OC(COCCC12CC3CC(CC(C3)C1)C2)CN1CCN(c2ccccn2)CC1 (stereo not drawn)	i
Cc1csc(C(=O)NCC2CCN(C(=O)c3cc4ccccc4o3)CC2)c1	i
Cc1nn2c(N3CCN(C)CC3)c3c(nc2c1-c1ccccc1)CCCC3	i
Cn1cccc1C(CNC(=O)C(=O)NC1CCCC1)N1CCCC1 (stereo not drawn)	i
CCOc1ccccc1NC(=O)Nc1ccc2c(c1)CCC(=O)N2C	i
COc1ccc(Cl)cc1NC(=O)C(=O)NCC1CCN(Cc2cccs2)CC1	i
COc1ccc(-c2nsc(C(=O)NC3CC3)c2N)cc1	i
CCOc1ccccc1N1CC(C(=O)Nc2ccc(CC)cc2)CC1=O (stereo not drawn)	i

(cont.)
canonical_smiles	GIRK2 activator
CCOC(=O)Cc1csc(NC(=S)NC(=O)c2ccccc2Br)n1	i
Cc1ccccc1OCC(=O)NCC1(O)CCOCC1	i
COc1cn(CC(=O)Nc2ccccc2C(F)(F)F)c(CSc2nc(C)cc(C)n2)cc1=O	i
O=C(Nc1ccc2c(c1)CN(C(=O)C1CC1)CC2)c1ccc2nsnc2c1	i
O=C(C1CCCO1)N1CCc2ccc(NS(=O)(=O)c3ccc(F)cc3)cc21 (stereo not drawn)	i

Screening results as filed in PubChem BioAssay.
